Bioassay records (PubChem BioAssay)
FXIIa inh mix: human factor XIIa inhibitors, primary screen, biochemical, pooled compound mixtures, fluorogenic substrate | Coagulation factor XII (Homo sapiens), P00748 | purified FXIIa | inhibition, % at 5 µM | 0.2% of 62,000 active | AID 684, 2007;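 further: 0% = enzyme without compound and 100% = no enzyme blank; some results filed as inactive read as strong as hits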
AP ELISA ortho: alternative complement pathway inhibitors, primary screen, biochemical, ELISA, human serum, orthogonally pooled compounds; LPS-coated ELISA, C3 deposition; tested in compound mixtures; 0.08% of 62,000 active; inhibition, % at 5 µM;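 active means inhibition above 30% in each of the two pooled mixtures holding the compound, so the lower value exceeds 30%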;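 further: 0% = serum in Mg-EGTA without compound and 100% = EDTA serum blank; some compounds past the cut are filed as inactive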
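Assay system: human serum alternative complement pathway, C3 deposition on LPS-coated wells; Dosing: 5 µM per compound in ten-compound mixtures; Detection: Anti-C3 ELISA, OD 450 nm; Buffer or medium: Mg2+-EGTA GVB++ buffer containing human serum at 1:15 dilution; Timing: 1 h at 37 °C; Replication: two different pools per compound.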
CatB inh: human cathepsin B inhibitors, primary screen, biochemical, fluorogenic substrate | 0.1% of 63,000 active | AID 453, 2006 | inhibition, %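 (tested at 10 µM)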 | P07858 | purified cathepsin B, fluorescence; in the data active means inhibition above about 21%;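 further: 0% = enzyme with no compound and 100% = no enzyme blank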
C1s inh: complement C1s protease inhibitors, primary screen, biochemical, 10-compound mixtures | Complement C1s subcomponent (Homo sapiens), P09871 | 0.16% of 62,000 active | mean inhibition % of two 10-compound mixtures (stronger effect = higher value), % at 5 µM (by protocol) | purified C1s, fluorogenic AMC substrate, pooled mixtures;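 active means inhibition above 20% in each of the two 10-compound mixture wells holding the compound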;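 further: 0% = enzyme wells lacking compound mixture and 100% = no-enzyme blank wells; some compounds called inactive have numbers as strong as hits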
Target sequence (P09871 16-437 limits assumed): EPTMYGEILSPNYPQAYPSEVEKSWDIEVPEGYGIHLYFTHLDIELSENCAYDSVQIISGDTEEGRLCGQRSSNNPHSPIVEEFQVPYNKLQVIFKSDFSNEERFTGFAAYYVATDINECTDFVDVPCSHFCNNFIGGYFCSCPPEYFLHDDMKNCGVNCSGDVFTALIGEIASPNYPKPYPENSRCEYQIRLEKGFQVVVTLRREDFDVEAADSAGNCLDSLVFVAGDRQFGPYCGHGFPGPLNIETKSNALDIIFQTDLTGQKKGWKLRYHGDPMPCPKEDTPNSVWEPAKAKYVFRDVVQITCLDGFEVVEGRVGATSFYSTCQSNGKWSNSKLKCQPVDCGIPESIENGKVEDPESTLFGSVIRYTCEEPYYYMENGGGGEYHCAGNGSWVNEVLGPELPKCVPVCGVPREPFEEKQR
Target sequence (P09871 438-688 limits assumed): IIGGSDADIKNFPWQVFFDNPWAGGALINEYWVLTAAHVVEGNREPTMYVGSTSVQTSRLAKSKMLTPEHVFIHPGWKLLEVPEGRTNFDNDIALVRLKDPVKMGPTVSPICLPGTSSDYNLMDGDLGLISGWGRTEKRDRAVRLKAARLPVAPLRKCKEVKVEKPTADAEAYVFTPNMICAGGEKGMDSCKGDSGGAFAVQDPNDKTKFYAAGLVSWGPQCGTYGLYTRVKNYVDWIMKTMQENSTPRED
FXIa mix inh: FXIa protease inhibitors in compound pools, primary screen, biochemical, 10-compound mixtures. Coagulation factor XI (Homo sapiens), P03951. purified FXIa, fluorogenic substrate, pooled mixtures. inhibition, % at 5 µM. 0.19% of 62,000 active;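 further: each value is inhibition by a whole ten-compound pool holding the compound; 0% = enzyme with no mixture and 100% = wells lacking enzyme; strong numbers were not always called active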
CatB mix inh: cathepsin B inhibitors from pooled compounds, primary screen, biochemical, compound mixtures, AMC fluorescence | AID 488, 2006 | inhibition, %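 (ten-compound pools at 5 µM per compound and 50 µM total)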 | P07858 | 0.06% of 62,000 active | Purified cathepsin B, AMC dipeptide fluorescence; in the data active means inhibition above about 22%, passing the limit was not always enough;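 further: 0% = enzyme without compound and 100% = no enzyme blank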
CatL block: inhibitors of human cathepsin L, biochemical. Procathepsin L (Homo sapiens), P07711. purified cathepsin L, fluorogenic substrate, fluorescence. inhibition, %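 (tested at 10 µM)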. 0.17% of 58,000 active; in the data active means inhibition above about 45%;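 further: 0% = enzyme with no compound and 100% = no enzyme blank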
Target sequence (P07711 114-288 limits assumed): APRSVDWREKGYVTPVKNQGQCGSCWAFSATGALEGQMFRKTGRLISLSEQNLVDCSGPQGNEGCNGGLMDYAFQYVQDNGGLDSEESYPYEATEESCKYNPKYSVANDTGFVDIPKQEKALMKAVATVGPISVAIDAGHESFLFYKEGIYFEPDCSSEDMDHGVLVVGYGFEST
Target sequence (P07711 292-333 limits assumed): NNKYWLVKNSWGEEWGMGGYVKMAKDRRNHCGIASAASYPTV
Cathepsin G inh: human cathepsin G inhibitors, primary screen, biochemical, pooled compound mixtures, AMC fluorescence. P08311. purified enzyme, AMC-tetrapeptide fluorescence. inhibition, % at 5 µM (by protocol). 0.2% of 62,000 active. AID 581, 2007;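 active means inhibition above 20% in each of the two mixture wells holding the compound; inactive means inhibition of 20% or less in either well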;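 further: 0% = enzyme control without mixture and 100% = blank lacking enzyme; strong numbers were not always called active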
CatS inh: inhibitors of human cathepsin S, biochemical, compound mixtures; recombinant cathepsin S, AMC dipeptide fluorescence, pooled mixtures; inhibition, %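 (tested at 5 µM per compound within 10-compound mixtures)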; 0.06% of 62,000 active; AID 501, 2006; in the data active means inhibition above about 32%, passing the limit was not always enough;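 further: 0% = enzyme without compound and 100% = blank without enzyme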
Numbers without * were called inactive; nt = not tested or not shown. Unless noted, no stated cut-off is given here; in the data, active means inhibition above about 20% (passing the limit was not always enough); inactive means the rest.

Value order: FXIIa inh mix	AP ELISA ortho	CatB inh	C1s inh	FXIa mix inh	CatB mix inh	CatL block	Cathepsin G inh	CatS inh
Cc1ccc2c(c1)N(CC(=O)NC1CCCCC1C)C(=O)CO2 (centres undefined)
→ 2.9	19.3	-5.1	1.0	7.3	4.6	-0.3	-1.6	-3.5
COC(=O)CN(c1ccc(C)cc1)S(=O)(=O)c1ccc2c(c1)n(C)c(=O)c(=O)n2C
→ -12.8	23.9	-0.2	9.3	5.7	4.5	1.2	10.7	0.1
CCCCCCNc1c(C(=O)OCC)c(=O)[nH]c2ccccc12
→ -13.9	22.9	-0.7	-7.4	4.1	-5.9	-5.0	-6.0	-4.1
COc1ccccc1NC(=O)CN1CCN(CC(=O)Nc2ccc3c(c2)OCCO3)CC1
→ 0.9	-2.1	2.5	-8.3	5.9	-2.3	15.6	0.7	6.0
COc1ccc(CN2C(=O)c3cccnc3C2Nc2cc(Cl)ccc2OC)cc1 (centres undefined)
→ 5.1	-8.2	0.4	-42.2	-6.3	-4.3	1.1	-16.1	1.6
CCOc1ccc(CC2S/C(=N/c3ccccn3)NC2=O)cc1 (centres undefined)
→ 5.3	16.5	0.9	5.7	0.1	-1.3	-3.5	9.8	-0.5
COC(=O)c1cccc(NC(=O)c2nn(C)c(=O)c3ccccc23)c1
→ 7.8	14.7	-3.6	-38.1	0.2	3.2	-3.8	-3.1	-4.2
CC(=O)Nc1ccc(-c2nnc(SCC(=O)n3c4c(c5ccccc53)CCCC4)n2C)cc1
→ -1.3	16.7	2.2	13.3	5.2	5.5	-5.2	9.0	-2.2
CC(C)c1nnc(NC(=O)CCC(=O)N2CCN(C3CCCCC3)CC2)s1
→ 1.1	9.2	-5.3	3.2	10.9	4.1	-1.9	1.3	-7.5
CCOC(=O)N1CCC(NC(=O)c2cc3cc4cc(OC)ccc4nc3o2)CC1
→ 4.3	6.6	5.5	-19.7	2.8	0.3	nt	7.0	1.9
O=C(NCCCCNC(=O)c1c(F)c(F)c(F)c(F)c1F)c1c(F)c(F)c(F)c(F)c1F
→ 9.7	13.9	-0.8	12.4	6.2	3.8	-0.2	6.4	1.2
Cc1ccc(S(=O)(=O)CCSc2nc(C)cc(C)c2C#N)cc1
→ 2.9	14.5	2.8	1.1	-5.3	1.3	-3.1	3.7	1.2
OC(C#CCN1CCCC1)c1ccccc1 (centres undefined)
→ -13.6	12.7	9.3	-36.5	4.3	5.0	-4.8	-2.9	9.1
CCc1ccc2nc(NC3=NCN(CCCN4CCOCC4)CN3)nc(C)c2c1
→ -9.7	15.3	3.1	12.6	8.2	2.6	-0.8	4.5	-0.6
Cc1ccc(NC(=O)C2CCCN(S(=O)(=O)c3cnc[nH]3)C2)c(Br)c1 (centres undefined)
→ 7.5	16.5	-2.3	11.1	4.2	5.1	-3.3	7.3	-2.5
Cn1c(=O)cc(SCC(=O)NCC2CCCO2)c2ccc(Cl)cc21 (centres undefined)
→ 4.5	14.6	-2.3	1.6	12.2	9.1	-4.4	5.4	3.2
c1ccc(CCc2nn3c(Cn4nnc5ccccc54)nnc3s2)cc1
→ 11.3	-7.2	4.6	39.6	1.8	5.3	9.9	-6.5	23.8
O=C1CC(C(=O)Nc2ccc(C(=O)N3CCOCC3)cc2)C2(CCCCC2)O1 (centres undefined)
→ -0.2	13.7	1.2	4.5	2.7	7.4	3.9	1.5	1.9
COc1ccc(NC(=O)c2cnc(C)cn2)c2ncccc12
→ 0.4	10.9	-2.0	14.4	7.4	2.5	-4.0	11.8	-3.2
O=C(NCc1ccccn1)c1cc2cc(Br)ccc2oc1=O
→ 5.2	12.7	4.6	-16.9	2.2	-0.8	32.5	6.3	-1.7
Cc1ccc(O)c(-c2cc(C(F)(F)C(F)F)nc(-c3ccccc3)n2)c1
→ 3.0	11.7	-1.9	-29.1	3.0	3.8	10.7	-3.9	2.5
Brc1cccc(-c2nnco2)c1
→ 5.5	19.4	-2.5	12.4	4.9	1.7	7.2	8.0	-12.3
COc1ccccc1NC(=O)c1nnn(CC(=O)Nc2ccccc2)c1N
→ 6.9	8.0	6.1	-147.9	-26.8	-0.8	-2.5	-10.8	-34.2
O=C(Cn1nc(-c2ccccc2)c2ccccc2c1=O)NCC1CCCO1 (centres undefined)
→ -2.8	19.4	-1.4	17.2	12.2	4.3	-3.2	14.1	-1.3
COc1ccc(-c2nc(CS(=O)CC(=O)NCc3ccco3)c(C)o2)cc1 (centres undefined)
→ -2.5	-0.8	4.3	47.9	3.4	1.5	28.2	2.6	15.3
CCCC1=C(C(=O)OCC)C(c2ccc(F)cc2)n2ncnc2N1 (centres undefined)
→ -12.1	-13.7	7.0	-24.8	0.7	3.9	-3.9	-8.1	14.3
CC(=O)Nc1ccc(S(=O)(=O)Nc2cccc(NC(=O)C(C)(C)C)c2)cc1
→ 2.1	10.2	-0.4	-7.4	4.5	-1.8	-8.9	1.2	19.6
Cc1noc(C)c1S(=O)(=O)N1CCCC(C(=O)N2CCc3ccccc3C2)C1 (centres undefined)
→ 10.5	-2.6	-1.1	-15.1	-10.7	-5.2	13.1	0.9	6.2
CC(OC(=O)c1cc(=O)[nH]c2ccccc12)c1ccccc1 (centres undefined)
→ 0.2	2.2	5.3	11.2	0.2	2.2	9.6	11.2	15.1
COc1ccccc1CC1(C)NC(=O)N(CC(=O)Nc2cc(C)on2)C1=O (centres undefined)
→ 1.2	13.1	-8.0	5.6	4.4	5.9	8.8	11.8	2.3

Additional results follow.
Value order: FXIIa inh mix	AP ELISA ortho	CatB inh	C1s inh	FXIa mix inh	CatB mix inh	CatL block	Cathepsin G inh	CatS inh
S=c1oc(-c2ccncc2)nn1CCc1ccncc1
→ -1.1	12.4	-2.4	-18.8	-29.7	-22.2	-0.7	-22.6	-28.3
CC1Cc2ccccc2N1C(=O)CSc1nnc2n1C(C)(C)Cc1ccccc1-2 (centres undefined)
→ -2.6	0.6	5.0	1.0	-1.5	3.4	0.2	-4.1	18.3
O=C(CSc1cccc(C(F)(F)F)c1)N1CCN(S(=O)(=O)c2ccccc2)CC1
→ 7.8	-4.9	0.3	-11.5	1.3	1.2	3.2	25.5	-3.5
O=C(CN1CCC(O)(c2ccc3c(c2)OCO3)CC1)N1CCOCC1
→ 4.8	-1.0	2.1	2.0	4.5	1.9	4.2	-1.7	-4.2
CS(=O)(=O)N(CC(=O)N1CCN(c2cccc(Cl)c2)CC1)C1CCCCC1
→ -22.1	-8.2	1.6	4.6	-4.6	0.2	4.9	0.3	10.9
O=S(=O)(c1cccc(-c2nc3ccccc3s2)c1)N1CCCC1
→ 6.4	-6.5	-4.6	5.7	5.1	-1.5	6.1	5.7	-6.2
O=C1CC(N2CCN(C(c3ccccc3)c3ccccc3)CC2)C(=O)N1 (centres undefined)
→ 1.9	6.9	-0.1	4.7	8.7	7.6	0.4	3.5	-4.4
CC(Sc1nc2c(c(=O)n(C)c(=O)n2C)n1Cc1cc2c(cc1Cl)OCO2)C(=O)O (centres undefined)
→ -7.1	3.0	-0.2	2.0	4.9	0.3	18.0	2.1	7.2
O=C(c1ccco1)N1CCN(c2ncccn2)CC1
→ -0.3	23.1	-3.0	-29.9	5.0	3.1	-6.8	-0.3	-5.3
CN(Cc1ccccc1)Cc1nc2c(c(=O)n(C)c(=O)n2C)n1Cc1ccccc1Cl
→ 10.7	17.3	7.0	-5.0	1.9	0.0	0.4	6.5	0.9
O=C(Nc1cccc(C(=O)N2CCOCC2)c1)c1ncn[nH]1
→ 12.3	-1.9	2.6	0.8	-1.0	2.5	1.3	-0.1	8.1
CCOC(=O)c1ccc(NS(=O)(=O)c2c(C)n(C)c(=O)n(C)c2=O)cc1
→ -11.5	23.0	-2.4	-5.6	7.5	-2.1	-9.8	-3.1	2.4
O=c1c(F)cn(C2CCCO2)c(=O)n1Cc1ccccc1F (centres undefined)
→ 0.6	2.2	-1.6	-5.4	8.3	1.0	nt	-1.2	1.2
O=c1[nH]cnc2c1C1(CCCC1)Cc1ccccc1-2
→ 1.6	13.4	-4.3	1.6	9.9	7.0	-1.1	-2.0	-9.2
Cn1c(SCC(=O)NCc2cccs2)nnc1-c1ccc(S(=O)(=O)N2CCCC2)cc1
→ 3.5	-18.4	2.1	2.2	-3.1	1.0	15.2	1.0	7.6
c1ccc(OCc2nn3c(Cn4nnc5ccccc54)nnc3s2)cc1
→ 4.0	-2.7	-2.9	-2.9	10.4	1.1	2.9	-0.4	6.8
O=S(=O)(NC1CC1)c1ccc(S(=O)(=O)N2CCCC3(CCCCC3)C2)cc1
→ 4.4	-17.8	7.1	-34.7	1.8	8.3	-2.6	-11.9	15.8
O=C(COC(=O)c1ccccn1)Nc1cc(Cl)ccc1Cl
→ -7.9	7.5	3.5	1.1	7.0	2.1	-4.0	-3.8	-6.4
CCCCn1nc(C(=O)NC2=NCCS2)c2ccccc2c1=O
→ -12.4	7.0	3.0	3.5	0.5	3.1	nt	6.7	0.8
CCOc1ccccc1-n1nnnc1SCc1nc2ccccc2s1
→ -17.8	11.6	3.6	14.3	5.1	3.5	-1.7	31.2	-2.2
C=CCn1c(Cc2c[nH]c3ccccc23)n[nH]c1=S
→ 3.3	5.6	0.6	-11.8	7.8	-0.4	17.5	1.4	10.0
Cc1nnc(N(Cc2ccccc2)C(=O)c2cnccn2)s1
→ 8.4	4.7	1.7	7.6	22.9	31.7	1.9	12.1	0.9
CCOC(=O)c1ccc(Nc2ncnc3nc[nH]c23)cc1
→ -13.5	-0.8	5.8	-0.5	2.9	1.9	12.6	8.9	6.5

Record cards (already shown):
`CCCCn1nc(C(=O)NC2=NCCS2)c2ccccc2c1=O` is listed with FXIIa inh mix: -12.4; AP ELISA ortho: 7.0; CatB inh: 3.0; C1s inh: 3.5; FXIa mix inh: 0.5; CatB mix inh: 3.1; CatL block: nt; Cathepsin G inh: 6.7; CatS inh: 0.8
`O=c1[nH]cnc2c1C1(CCCC1)Cc1ccccc1-2` is listed with FXIIa inh mix: 1.6; AP ELISA ortho: 13.4; CatB inh: -4.3; C1s inh: 1.6; FXIa mix inh: 9.9; CatB mix inh: 7.0; CatL block: -1.1; Cathepsin G inh: -2.0; CatS inh: -9.2

These rows are one share of the data; the hit share may differ from the screen's.
